POLK inh – DNA polymerase kappa (human) inhibition | AID 588579 | Q9UBT6 | Potency, µM (doses to about 107 µM), inactives show at the top dose activity, negative = inhibition, hits mostly inhibitors | 400,000 tested, 0.53% active | purified Pol kappa, fluorescent DNA synthesis assay, 10 min; also: % is scaled to controls: 0 for no effect and ±100 for the full control effect
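Here, compound and 10 nM enzyme are combined for 15 min at room temperature; adding 50 nM substrate (final) starts DNA synthesis, tracked by fluorescence at 0 and 10 min against buffer-only wells.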
JMJD2A Tudor inh – inhibitors of human JMJD2A Tudor domain. 390,000 tested, 4.4% active. Potency, µM (series often up to 114 µM), for inactives: at the highest dose activity change, negative = inhibition, most hits filed as inhibitors. O75164. AlphaScreen JMJD2A-Tudor / H3K4me3 peptide binding; also: % is scaled to controls: 0 for no effect and ±100 for the full control effect; nearly all actives have a fitted effect of over 50% in size
APEX1 inh – blocks human APE1 abasic DNA cleavage; P27695; Potency, µM (series often up to 65.8 µM), inactives show at the top dose activity change, negative = inhibition, actives largely listed as inhibitors; recombinant APE1, TAMRA/BHQ-2 abasic DNA cleavage fluorescence; 350,000 tested, 0.35% active;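 also: plate controls were vehicle for no effect and reference inhibitor for full effect; nearly all actives have a fitted effect of over 55% in size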
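Quantitative HTS: incision of a TAMRA/BHQ-2 double-stranded substrate bearing a tetrahydrofuran abasic site by 0.75 nM APE1 raises fluorescence. Substrate 50 nM final, added after 15 min compound preincubation at room temperature; progress as third-minus-first kinetic read difference.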
POLI inh – DNA polymerase iota (human) inhibition; 390,000 tested, 1% active; Pol iota fluorescent replication assay, 10 min; Potency, µM (top dose mostly 115 µM), for inactives: top-dose activity, negative = inhibition, hits mostly inhibitors; Q9UNA4
Target sequence (Q9UNA4 whole entry, looked up): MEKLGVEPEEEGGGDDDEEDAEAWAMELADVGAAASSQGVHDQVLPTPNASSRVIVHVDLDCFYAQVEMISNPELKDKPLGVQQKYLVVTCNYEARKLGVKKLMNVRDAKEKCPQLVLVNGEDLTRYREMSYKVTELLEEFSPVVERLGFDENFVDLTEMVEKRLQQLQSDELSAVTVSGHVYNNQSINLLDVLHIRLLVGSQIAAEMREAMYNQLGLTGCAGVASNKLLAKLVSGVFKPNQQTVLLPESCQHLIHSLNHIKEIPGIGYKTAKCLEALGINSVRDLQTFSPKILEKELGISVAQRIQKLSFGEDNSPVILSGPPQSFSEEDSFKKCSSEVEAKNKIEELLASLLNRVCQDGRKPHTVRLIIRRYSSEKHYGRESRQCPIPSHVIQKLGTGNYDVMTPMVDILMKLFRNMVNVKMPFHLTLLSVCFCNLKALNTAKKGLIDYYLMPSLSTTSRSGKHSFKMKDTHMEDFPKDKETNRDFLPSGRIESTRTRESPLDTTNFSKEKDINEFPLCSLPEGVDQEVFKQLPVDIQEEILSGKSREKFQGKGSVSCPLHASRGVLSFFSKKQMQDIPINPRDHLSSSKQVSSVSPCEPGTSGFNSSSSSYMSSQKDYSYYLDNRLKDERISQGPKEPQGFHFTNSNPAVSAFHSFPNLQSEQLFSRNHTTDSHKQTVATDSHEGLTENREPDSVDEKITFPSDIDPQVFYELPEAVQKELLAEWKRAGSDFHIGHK
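Pol iota at 10 nM preincubated 15 min with compounds at room temperature; reaction started with fluorescent substrate, 50 nM final. Fluorescence read kinetically at 0 and 10 min; buffer-only wells as negative control.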
Pol beta inh – DNA polymerase beta (human) inhibition. AID 485314. Potency, µM (highest dose often 114 µM), for inactives: at the highest dose activity change, negative = inhibition, most hits filed as inhibitors. Pol beta primer extension/strand displacement, fluorescence kinetic. P06746. 340,000 tested, 1.3% active; also: % is scaled to controls: 0 for no effect and ±100 for the full control effect
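Curves were derived by four-parameter Hill fits of normalized qHTS data. The kinetic fluorescent primer-extension read was taken at 0 and 10 min after 50 nM substrate, following a 15 min room-temperature preincubation of 10 nM enzyme with compounds.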
G9a block – inhibitors of human histone lysine methyltransferase G9a. G9a H3K9 monomethylation, AlphaScreen, 2 h. Potency, µM (titrated, usually from 102 µM), inactives show top-dose activity, negative = inhibition, usual class: inhibitors. 350,000 tested, 8.8% active; also: % is scaled to controls: 0 for no effect and ±100 for the full control effect; nearly all actives have a fitted effect of over 75% in size
Target sequence (Q96KQ7 913-1193 limits assumed): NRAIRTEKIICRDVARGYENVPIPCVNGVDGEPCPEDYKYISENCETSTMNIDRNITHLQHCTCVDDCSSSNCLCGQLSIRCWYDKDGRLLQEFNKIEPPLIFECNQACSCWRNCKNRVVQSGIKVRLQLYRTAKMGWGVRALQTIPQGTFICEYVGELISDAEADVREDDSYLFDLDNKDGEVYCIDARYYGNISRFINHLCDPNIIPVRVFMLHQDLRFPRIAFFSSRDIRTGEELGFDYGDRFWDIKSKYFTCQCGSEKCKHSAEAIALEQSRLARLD
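Methyltransferase reactions run at room temperature for 2 h (20 nM enzyme, 500 nM biotin-H3K9 peptide, 20 uM SAM) after a 15 min compound preincubation; product detected by AlphaScreen beads and anti-H3K9me1 antibody.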
Pol eta inh – inhibitors of human DNA polymerase eta | AID 588591 | Q9Y253 | recombinant Pol eta, fluorescent DNA replication assay | Potency, µM (series often up to 114 µM), without a hit: top-dose activity change, negative = inhibition, hits mostly inhibitors | 390,000 tested, 1.2% active; also: % is scaled to controls: 0 for no effect and ±100 for the full control effect
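Fluorescent replication assay: 50 nM final substrate added after a 15 min room-temperature compound preincubation with 10 nM enzyme. Signal taken at 0 min and again at 10 min.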
BAZ2B inh – inhibitors of human BAZ2B bromodomain. Q9UIF8. AlphaScreen BAZ2B-H3K14Ac peptide displacement. Potency, µM (top dose mostly 114 µM), for inactives: at the highest dose activity change, negative = inhibition, hits mostly inhibitors. 360,000 tested, 4.4% active. AID 504333; also: % is scaled to controls: 0 for no effect and ±100 for the full control effect; nearly all actives have a fitted effect of over 60% in size
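AlphaScreen luminescence quantifies BAZ2B engagement of H3K14Ac peptide; the protein and biotinylated peptide are both at 50 nM final, buffer PBS pH 7.4 with 0.01% Tween-20, all steps at room temperature.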
BLM inh – inhibitors of human Bloom syndrome helicase BLM; recombinant BLM DNA unwinding, fluorescence dequenching; Potency, µM (doses to about 56.1 µM), without a hit: at the highest dose activity change, negative = inhibition, actives largely listed as inhibitors; 350,000 tested, 0.2% active;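 also: plate controls were vehicle for no effect and no enzyme for full effect; nearly all actives have a fitted effect of over 35% in size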
An asterisk follows results filed as active; ? = inconclusive; . = not tested or not shown; & = joins results of further samples; [ ] = dose if it differs, or a comment. Calls follow the shape of the dose curve; as a rule, active = well fitted curve in the direction sought with a large enough effect; inconclusive = small, poorly fitted or top-dose-only effect, or another doubt; inactive = no such curve, though single readings can be large; an effect the other way counts as inactive or inconclusive. Potency is read from the fitted curve at half-maximal effect. An excerpt, so the mix of outcomes need not match the whole.

#1 CC(NC(=O)/C(C#N)=C/c1ccc(OCC(=O)O)cc1)c1ccccc1 (stereo not given)
#2 Cn1cc(C(=O)NS(=O)(=O)Nc2ccc(Br)cc2)c2ccccc21
#3 CCCn1c(N)c(C(=O)CSc2nc(C)cs2)c(=O)n(C)c1=O
#4 CCC(Nc1ccc(-c2nc(-c3ccco3)no2)cc1[N+](=O)[O-])c1ccccc1 (stereo not given)
#5 COc1ccc(NC(=O)Nc2nnc(-c3cccs3)s2)cc1
#6 CCOC(=O)c1ccc(NC(=O)CN2C(=O)CC(c3ccc(C)c(C)c3)=Nc3ccccc32)cc1
#7 COc1ccccc1CNS(=O)(=O)c1cccs1
#8 CC(=O)OC1c2c(ccc3ccc(=O)oc23)OC(C)(C)C1OC(=O)CC(C)C (stereo not given)
assay / compound	1	2	3	4	5	6	7	8
POLK inh	-17%	5%	-19%	-28%	12%	-1%	-13%	-15%
JMJD2A Tudor inh	-13%	-4%	-5%	-22%	-10%[11.4 µM]	-33%	-6%	-12%
APEX1 inh	0%	59%[activator]	-2%	.	2%	.	-8%	-3%&0%
POLI inh	?	36%[activator]	8%	9%	-3%	-20%	-2%	3%
Pol beta inh	-13%	-26%	-3%	-23%	10%	1%	39%	0%
G9a block	.	-13%	7%	-30%[59 µM]	6%	-20%[59 µM]	.	?
Pol eta inh	18µM*	-4%	-1%	-10%	11%	10%	-7%	-20%
BAZ2B inh	5%[57.1 µM]	-37%	-2%	-7%	-16%	?	1%	3%
BLM inh	0%	1%	2%	-7%	-5%	-10%	-2%	-6%&-11%

#9 CCOC(=O)CCCCCC(=O)Nc1ccc2c(c1)C(=O)N([C@H](C)CO)C[C@@H](C)[C@H](CN(C)Cc1ccc3c(c1)OCO3)O2
#10 COc1ccc(C2NC(=O)CS2)cc1 (stereo not given)
#11 O=C(NCc1ccccc1)C1CC(=O)N(c2ccc(OCC(=O)N3CCCC3)cc2)C1 (stereo not given)
#12 c1ccn2cc(C34CC5CC(CC(C5)C3)C4)nc2c1
#13 Cc1cccc(OCCOCCn2c(-c3ccc(Cl)cc3)nc3ccccc3c2=O)c1C
#14 C[C@@H](NC(=O)c1cc2c([nH]c3ccccc32)c(-c2ccccc2)n1)C(=O)O
#15 COc1ccc(COc2cc(-c3cccc(OC)c3)nc3ccc(NC(=O)c4cccnc4)cc23)cc1
#16 CN(c1ccccc1)S(=O)(=O)c1cccc(NC(=O)Cc2c(F)cccc2Cl)c1
assay / compound	9	10	11	12	13	14	15	16
POLK inh	1%	?	0%	-2%	2%	6%	-20%[60.1 µM]	-2%
JMJD2A Tudor inh	-25%	-6%	9%	-15%	59%[activator]	-13%	?	-5%
APEX1 inh	7%	9%	-1%	0%	.	9%	-7%&-2%	3%
POLI inh	20%	-20%	18%	138%[activator]	29%	16%	26%	-6%
Pol beta inh	.	1%	12%	0%	-1%	29%	-6%	9%
G9a block	.	-12%[59 µM]	-11%[59 µM]	-42%	86%[activator][59 µM]	-19%	50µM*	5%[59 µM]
Pol eta inh	-20%	?	-2%	-9%	-17%	11%	-3%	-18%
BAZ2B inh	.	-2%	1%	-29%	57%[activator]	?	-35%	3%
BLM inh	.	1%	6%	-1%	-6%	-1%	-2%[75.6 µM]	-3%

#17 CCOc1ccc2nc(NC(=O)c3ccc(S(=O)(=O)N4CCOCC4)cc3)sc2c1
#18 CC1=C(C)C[C@@]23CCCN2C(=O)CCC[C@H]3C1
#19 Cc1ccc(C(=O)NCc2nnc(SCC(=O)Nc3ccccc3)n2C)cc1
#20 c1ccc(COc2ccc(Oc3nc(N4CCCCC4)nc(N4CCOCC4)n3)nn2)cc1
#21 COCc1nc2ccccc2n1CCOc1cccc(C)c1
#22 Cc1ccc2[nH]c(=O)c(CN(Cc3ccc4c(c3)OCO4)Cc3nnnn3Cc3ccco3)cc2c1
#23 COc1cccc(/C=N/NC(=O)C(=O)N/N=C/c2cccc(OC)c2O)c1O
#24 CC(C)n1c(CNC(=O)c2ccccc2F)nnc1SCC(=O)NC1CCCCC1
assay / compound	17	18	19	20	21	22	23	24
POLK inh	-1%	-12%	-13%	-6%	-19%	-7%	-5%	-8%
JMJD2A Tudor inh	11%[57.1 µM]	.	-16%	?	-10%	-32%	100µM*	0%
APEX1 inh	-10%	1%[120 µM]	14%	-6%	.	-6%	3%	.
POLI inh	-2%	.	15%	6%	17%	-18%	-27%	?
Pol beta inh	37%[activator]	.	66%	-19%	6%	-4%	-11%	.
G9a block	57%[activator][59 µM]	21%[135 µM]	-6%[59 µM]	-29%[59 µM]	11%[59 µM]	?	5%	.
Pol eta inh	-11%	.	-14%	-3%	-14%	-16%	-10%	-10%
BAZ2B inh	-5%	.	8%	-30%	9%	-25%	50µM*	.
BLM inh	-3%	-1%[120 µM]	1%	-6%	5%	-2%	-6%	.

#25 Cc1cc(C)cc(OCC(=O)N(Cc2ccc(Cl)cc2)CC2CCCO2)c1 (stereo not given)
#26 CC(Sc1nnc(-c2ccco2)o1)C(=O)NCCC1=CCCCC1 (stereo not given)
#27 O=C(NCCNC(=O)c1ccccc1F)c1ccco1
#28 CC(c1nccs1)N(C)c1nc2nonc2nc1NC1CC1 (stereo not given)
#29 Cc1csc(C(=O)NN)c1N(C)C
#30 CCc1ccc(-n2nc(CO)c(C(=O)NCc3ccccn3)n2)cc1
#31 CC(C(=O)Nc1ccc(S(=O)(=O)N2CCCC2)cc1)N1CCCC(C(N)=O)C1 (stereo not given)
#32 COc1ccc(N2CCN(S(=O)(=O)CCNC(=O)Cc3ccc(-c4ccccc4)cc3)CC2)cc1
assay / compound	25	26	27	28	29	30	31	32
POLK inh	-10%	5%	-23%	-18%	-4%	5%	-13%	-10%[60.1 µM]
JMJD2A Tudor inh	51%[activator]	-5%	-3%	2%	-13%	-7%	-14%	-11%
APEX1 inh	.	-2%	-4%	4%	2%	.	22%	.
POLI inh	-4%	154%[activator]	40%[activator]	?	?	0%	25%	5%
Pol beta inh	?	2%	39%	7%	6%	-1%	.	-5%
G9a block	4%[59 µM]	50µM*	25%	5%	-24%	?	?	6%[59 µM]
Pol eta inh	-19%	-13%	10%	-7%	-27%	-9%	-18%	-8%
BAZ2B inh	42%[activator]	-2%	9%	-5%	-15%	-30%	5%	-5%
BLM inh	-5%	-3%	-4%	-1%	-3%	3%	.	-3%

#33 CCOC(=O)C1(Cc2ccc(Cl)cc2)CCN(C(=O)CCc2cnccn2)CC1
#34 O=C(CCC(=O)c1ccc(F)cc1)Nc1cccnc1
#35 CSc1nsc(NC(=O)Cc2ccccc2)n1
#36 O=C(Nc1ccc(CN2CCS(=O)(=O)CC2)cc1)c1ccc(C(F)(F)F)cc1
#37 Cc1cc(C)n(CCC(=O)N2CCN(S(=O)(=O)c3ccc(C)c(C)c3)CC2)n1
#38 Cc1cc(=O)[nH]c(SCC(=O)NCc2ccco2)n1
#39 CCn1c(SCC(=O)OC)nc2sc3c(c2c1=O)CCC3
#40 Cc1ccc(-n2nc(C)c(/C=N/NC(=O)c3cccs3)c2Cl)cc1
assay / compound	33	34	35	36	37	38	39	40
POLK inh	2%	-18%	-8%	-3%	6%	35µM*	89µM*	-20%
JMJD2A Tudor inh	-3%	-13%	-3%	14%[57.1 µM]	-11%	79µM*	50µM*	-2%
APEX1 inh	1%	7%	3%	-3%	8%[12.4 µM]	?	?	-1%
POLI inh	35%[activator]	-9%	1%	129%[activator]	136%[activator]	8.9µM*	18µM*	-6%
Pol beta inh	3%	1%	0%	-29%	14%	13µM*	13µM*	5%
G9a block	.	8%[59 µM]	-30%[12.7 µM]	-1%	16%[59 µM]	?	.	20%[59 µM]
Pol eta inh	-14%	-6%	9%	-8%	-10%	3.2µM*	?	7%
BAZ2B inh	6%	-2%	-2%	-12%	-2%	?	50µM*	4%
BLM inh	-2%	0%	-4%	-2%	-9%	-7%	-22%	-4%

#41 Cc1c2cnn(CC(=O)NCCc3ccccc3)c(=O)c2c(C)n1Cc1ccccc1
#42 COc1ccc(-c2cn(CCO)c(-c3ccncc3)n2)cc1
#43 COc1cccc(C(=O)NC(C)c2ccc(-c3ccccc3)cc2)c1OC (stereo not given)
#44 CCOc1ccc(C(CC(=O)O)NC(=O)COc2ccccc2)cc1 (stereo not given)
#45 N#Cc1cccc(NC(=O)COC(=O)c2ccccc2C(=O)c2ccc(Cl)c([N+](=O)[O-])c2)c1
assay / compound	41	42	43	44	45
POLK inh	2%	-1%	-11%	-7%	-7%
JMJD2A Tudor inh	-3%	-6%	13%	-2%	-34%
APEX1 inh	.	4%	55%[activator]	3%	-3%
POLI inh	24%	21%	8%	9%	5%
Pol beta inh	0%	.	9%	15%	-2%
G9a block	11%[59 µM]	8%[2.33 µM]	13%	-12%	?
Pol eta inh	10%	1%	-15%	?	-15%
BAZ2B inh	1%	2%	19%	5%	-30%
BLM inh	1%	.	-19%	0%	-5%

Screening data as filed in PubChem BioAssay.
